High-throughput results deposited in PubChem by several laboratories.
TWEAK Fn14 block: inhibitors of TWEAK-Fn14 interaction signaling; inhibition, % at 10 µM; hit rate 2% among 360,000; TWEAK-stimulated Fn14 reporter cells, luciferase luminescence, 8 h; AID 1159606; in the data active = inhibition above about 50%
NR5A2 inv ag: inverse agonists of human LRH-1 (NR5A2); inhibition, % at 3.6 µM; O00482; HEK293T StAR-luciferase reporter, LRH-1 transfected, 24 h; AID 602396; hit rate 0.13% among 360,000;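 active = inhibition above the mean inhibition of all tested compounds plus 3 SD, cut at about 73% in these data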;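 note: 0% = DMSO wells and 100% = reporter-only cells lacking LRH-1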
KKLEB cytotox: reduces viability of KKLEB cystic fibrosis airway cells; activity change (cytotoxicity), % at 5 µM; hit rate 0.36% among 360,000; KKLEB CF airway cells viability, ATPlite luminescence, overnight; stronger effect = lower value; cells stimulated with P. aeruginosa culture filtrate;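 active = corrected activity change at or below -50% at 5 µM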
NCOA2 inhibitor: inhibits human steroid receptor coactivator 2 | Q15596 | HEK293 GAL4-SRC2 luciferase reporter, luminescence | inhibition, % at 9 µM | hit rate 0.17% among 370,000;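 active = inhibition above the mean inhibition of all tested compounds plus 3 SD, set per campaign, cut at about 52% in these data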;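 note: 0% = DMSO treated cells and 100% = cells given Gossypol at 36 µM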
NCOA3 inh: human NCOA3 inhibition | Q9Y6Q9 | HEK293 GAL4-SRC3 luciferase reporter, luminescence | inhibition, % at 3.6 µM | hit rate 0.17% among 360,000 | AID 588352;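 active = inhibition above a per-campaign cutoff, the mean of all compounds plus 3 SD, cut at about 60% in these data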;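 note: 0% = DMSO-treated cells and 100% = gossypol-treated cells at 36 µM; higher means less SRC3-driven luciferase light from the GAL4 reporter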
Target sequence (Q9Y6Q9 whole entry, looked up, the tested form may be a part): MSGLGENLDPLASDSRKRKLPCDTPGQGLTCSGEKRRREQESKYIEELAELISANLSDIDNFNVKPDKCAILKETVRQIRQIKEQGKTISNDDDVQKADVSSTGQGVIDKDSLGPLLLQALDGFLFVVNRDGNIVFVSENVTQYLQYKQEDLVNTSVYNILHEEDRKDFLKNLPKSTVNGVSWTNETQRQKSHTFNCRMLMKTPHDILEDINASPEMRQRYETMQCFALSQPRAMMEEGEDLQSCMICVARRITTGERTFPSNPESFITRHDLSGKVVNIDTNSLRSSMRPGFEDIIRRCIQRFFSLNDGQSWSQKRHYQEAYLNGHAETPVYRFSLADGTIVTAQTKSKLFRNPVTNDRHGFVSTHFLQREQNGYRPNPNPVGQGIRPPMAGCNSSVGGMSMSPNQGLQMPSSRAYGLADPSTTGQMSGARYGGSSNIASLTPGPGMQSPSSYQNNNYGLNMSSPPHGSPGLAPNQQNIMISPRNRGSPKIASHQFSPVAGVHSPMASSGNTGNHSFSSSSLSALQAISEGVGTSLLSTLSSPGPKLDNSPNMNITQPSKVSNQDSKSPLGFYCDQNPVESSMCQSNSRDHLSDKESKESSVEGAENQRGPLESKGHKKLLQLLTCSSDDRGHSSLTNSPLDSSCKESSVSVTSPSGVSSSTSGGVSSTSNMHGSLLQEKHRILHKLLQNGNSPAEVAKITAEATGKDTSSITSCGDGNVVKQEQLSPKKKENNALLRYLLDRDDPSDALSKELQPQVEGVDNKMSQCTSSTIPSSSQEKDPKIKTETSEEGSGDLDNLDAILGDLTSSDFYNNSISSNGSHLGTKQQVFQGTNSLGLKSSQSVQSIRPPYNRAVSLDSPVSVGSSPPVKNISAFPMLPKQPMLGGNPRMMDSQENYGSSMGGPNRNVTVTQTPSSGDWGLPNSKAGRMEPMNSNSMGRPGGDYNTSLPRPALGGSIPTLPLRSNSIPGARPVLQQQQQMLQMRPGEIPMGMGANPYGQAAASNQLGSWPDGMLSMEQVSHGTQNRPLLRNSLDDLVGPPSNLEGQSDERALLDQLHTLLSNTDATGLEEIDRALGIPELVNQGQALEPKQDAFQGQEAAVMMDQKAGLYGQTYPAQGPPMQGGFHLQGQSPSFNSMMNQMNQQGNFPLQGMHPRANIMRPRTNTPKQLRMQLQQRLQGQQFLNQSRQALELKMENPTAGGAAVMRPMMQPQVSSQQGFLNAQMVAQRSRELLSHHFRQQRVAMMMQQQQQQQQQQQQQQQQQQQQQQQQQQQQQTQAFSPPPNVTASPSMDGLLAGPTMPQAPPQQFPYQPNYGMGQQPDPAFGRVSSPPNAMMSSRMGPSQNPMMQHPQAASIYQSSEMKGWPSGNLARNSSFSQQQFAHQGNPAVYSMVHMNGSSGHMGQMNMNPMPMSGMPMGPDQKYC
C8 TRAIL sens: sensitizes caspase-8 expressing cells to TRAIL; NB7+C8 cells + TRAIL, ATPlite viability luminescence; inhibition (viability loss, TRAIL sensitization), % at 10 µM; hit rate 1% among 360,000;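 active = compounds causing at least 50% loss of cell viability in the single-dose screen, relative to plate controls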
NCOA1 inh: human NCOA1 inhibition; HEK293 GAL4-SRC1 luciferase reporter, luminescence; Q15788; hit rate 0.12% among 360,000; AID 588354; inhibition, % at 3.6 µM;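 active = inhibition above the campaign mean plus 3 SD, with each screening campaign given its own cutoff, cut at about 60% in these data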;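 note: 0% = DMSO treated cells and 100% = gossypol at 36 µM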
LMP1 NFkB inh: inhibitors of Epstein-Barr LMP1-induced NF-kappaB reporter; LMP1-induced NF-kappaB luciferase reporter cells, luminescence; inhibition, % at 12.5 µM; hit rate 0.69% among 350,000; AID 504558; in the data active = inhibition above about 41%;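 note: 0% = neutral control wells and 100% = reference inhibitor control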
TROY signal inh: TROY signaling inhibition | Q293 LMP1-TROYcd NF-kB luciferase reporter, 4 h | inhibition, % at 10 µM | hit rate 0.98% among 360,000 | AID 1347056;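 active = compounds whose plate-normalised and pattern-corrected inhibition of the luciferase reporter signal at the single screening dose is 50% or more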
CF NFkB block: inhibitors of cystic fibrosis induced NF-kB | hit rate 0.86% among 360,000 | AID 588850 | KKLEB NF-kB-GFP reporter, PAF-induced, GFP fluorescence overnight | inhibition, % at 5 µM;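 active = at least 50% inhibition at 5 µM, scaled per plate between neutral and stimulator controls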;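 note: PAF is a Pseudomonas aeruginosa culture filtrate used as stimulus; plate controls were PAF-stimulated DMSO wells for no effect and unstimulated DMSO wells for full effect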
COUP-TFII inh: NR2F2 (human) inhibition, primary screen; hit rate 0.7% among 370,000; inhibition, % at 8.6 µM; HEK293T NGFI-A luciferase reporter, luminescence; P24468;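 active = inhibition above a per-plate cutoff, mean inhibition of test wells between control levels plus 3 SD, cut at about 38% in these data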;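 note: cells cotransfected with COUP-TFII expression vector driving the NGFI-A reporter; 0% = median of COUP-TF2 test wells and 100% = reporter-only cells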
Starred values were filed as active, the others as inactive; · = no result given. Rows were taken by chance; 4.2% or so of the library scored in one or more.

SMILES	TWEAK Fn14 block	NR5A2 inv ag	KKLEB cytotox	NCOA2 inhibitor	NCOA3 inh	C8 TRAIL sens	NCOA1 inh	LMP1 NFkB inh	TROY signal inh	CF NFkB block	COUP-TFII inh
CCOC(=O)C1=C(C)NC(=O)NC1c1ccc2c(c1)OCO2 (centres undefined)	18	-1	-1	-4	4	17	8	3	0	-12	15
Cc1ccc(S(=O)(=O)C(C#N)c2nc3ccccc3nc2N2CCC(C)CC2)cc1 (centres undefined)	-5	2	5	-38	19	-12	-17	-2	9	-2	7
CCOCCCn1c(=S)[nH]c2cc(C(=O)N3CCC(C(N)=O)CC3)ccc2c1=O	0	-7	10	-10	2	10	2	-4	2	-5	5
CCOC(=O)C1CCCN(C(=O)c2cc3c(OC)c(OC)c(OC)cc3[nH]2)C1 (centres undefined)	-4	10	5	-7	8	3	22	5	-13	-19	-14
O=C(CCc1nnc2n(Cc3ccccc3Cl)c(=O)c3ccccc3n12)NCCCN1CCOCC1	3	10	-11	6	-1	2	-43	-3	10	16	-1
O=C(Nc1ccccc1)c1ccccc1OCc1cccc([N+](=O)[O-])c1	-13	11	11	14	0	0	2	2	-1	-12	-1
CCO[C@@H]1OC(C(=O)N2CCOCC2)=C[C@H](C)[C@H]1CCCO	-4	-14	18	2	7	-28	1	1	-8	7	0
CCOC(=O)Cc1csc(NC(=O)Nc2cccc(OC)c2)n1	16	-2	8	-16	-7	-3	-18	1	-15	14	-2
COc1ccc2c(C)cc(SCn3nnc4ccccc4c3=O)nc2c1	-13	-1	-10	-30	9	1	-8	-7	-2	-24	11
Cc1ccnc(N/C=C(/NC(=O)c2ccccc2)C(=O)NN)n1	-5	3	6	-10	-5	3	11	5	8	5	-1
Cc1onc(-c2c(Cl)cccc2Cl)c1C(=O)c1c[nH]c(C(=O)NCC2CCCO2)c1 (centres undefined)	6	-4	-6	1	7	-8	1	2	13	-9	0
c1ccc(CNc2ncnc3sc4c(c23)CCCC4)nc1	6	17	4	8	10	-8	9	-9	4	-6	-20
O=C(Nc1ccccc1)NC1CCN(CCCN2C(=O)c3ccccc3C2=O)CC1	6	16	-7	5	5	-12	-13	-8	3	18	-10
CC1CCN(CCCNC(=O)C2CC(=O)N(CCc3ccccc3)C2)CC1 (centres undefined)	9	-19	3	-2	5	4	5	6	-17	-3	-16
O=C1CC2(CCCC2)Oc2ccc(F)cc21	10	0	11	2	-12	7	1	-17	-9	3	9
O=C(O)CCNC(=O)C12CC3CC(CC(C3)C1)C2	10	-9	-1	-18	4	-4	2	5	27	1	-28
O=C(CC1Oc2ccccc2NC1=O)NCCCN1CCN(Cc2ccccc2)CC1 (centres undefined)	-11	2	4	·	-13	-3	-4	0	-5	-16	·
Cc1cccc(-c2nc3sc(C)cc3c(=O)o2)c1	-17	-14	10	6	13	15	1	2	-33	-8	-11
COC(=O)C(NC(=O)c1ccccc1Cl)(Nc1ncc(S(=O)(=O)c2ccc([N+](=O)[O-])cc2)s1)C(F)(F)F (centres undefined)	-11	-1	0	3	19	3	-11	-2	8	19	-18
COc1ccc2cc3cc(C(=O)N4CCN(c5ccccn5)CC4)oc3nc2c1	-4	6	1	-29	-11	0	-24	-7	-27	-7	-16
O=C(NCCc1ccccc1)Nc1cccc(Cl)c1	-23	-70	-5	-29	-28	1	-41	-10	-51	18	-16
COc1ccc(CC(=O)Nc2ccc3c(c2)OCO3)cc1S(=O)(=O)N1CCOCC1	-4	6	-3	4	6	0	3	-9	-6	4	-6
C[C@H]1CN([C@@H](C)CO)C(=O)c2cccc(NC(=O)C3CC3)c2O[C@H]1CN(C)CC1CCCCC1	-20	15	4	-24	15	-5	-7	6	7	-12	-16
NS(=O)(=O)c1ccc(NC(=O)c2ccc3c(c2)OCO3)cc1	-9	2	-2	-30	-6	-4	-28	2	-31	1	-31
NS(=O)(=O)c1ccc(NC(=O)CSc2nc3ccccc3[nH]2)cc1	5	0	-3	4	-10	-1	-10	-4	-2	-1	-20
Cc1ccc2nc(NS(C)(=O)=O)sc2c1	12	18	23	-17	-13	-2	-14	-3	-23	-5	-13
CCOc1ccc(S(=O)(=O)NCCCN2CCOCC2)cc1	-11	3	1	-22	3	-3	8	3	-17	-2	-7
Cc1ccccc1Nc1nc(N)nc(COC(=O)c2ccc(S(=O)(=O)N(C)C)cc2)n1	6	3	10	15	9	-3	-3	-1	3	0	11
O=c1c(C/C=C/c2ccccc2)c(O)ccn1Cc1ccc(Cl)cc1Cl	-8	-5	-27	-4	-27	-2	9	5	3	-5	6
COc1cccc(-c2nc(-c3ccc4c(c3)-c3ccccc3S4(=O)=O)c(-c3ccccc3)[nH]2)c1OC	-36	16	8	16	12	-3	17	14	-1	20	-1
COc1cc(/C=C(/C(=O)c2cccs2)c2nc3ccccc3[nH]2)ccc1O	16	-10	-2	24	22	25	-28	-17	-59	34	-11
C[C@H]1CN([C@@H](C)CO)C(=O)CCCn2nncc2CO[C@H]1CN(C)C(=O)c1ccc2ccn(C)c2c1	9	18	-8	4	6	-12	0	-2	-9	11	-9
Oc1cccnc1CN1CCCCC1	13	20	4	-42	-9	-8	16	·	2	0	-24
O=C1NC[C@@H](CCCCN2C[C@H](Cc3ccccc3)N(CCC3CCCCC3)C(=O)C2=O)N(Cc2ccccc2)C1=O	18	6	·	12	·	6	·	·	-19	·	7
CC(=O)N(CCc1ccccc1)Cc1cc2ccc(C)c(C)c2[nH]c1=O	-30	3	-8	-21	6	7	-19	0	-22	15	-6
Cc1c(Cl)cccc1NS(=O)(=O)c1ccc(-c2ccc(=O)[nH]n2)o1	7	1	10	-9	21	14	-64	-6	-21	-35	6
CCOC(=O)C(C)Sc1nc2c(c(=O)[nH]c(=O)n2C)n1Cc1ccc(Cl)cc1 (centres undefined)	-15	-2	2	-23	12	-2	-25	-3	2	13	-5
CC(=O)Nc1ccc(S(=O)(=O)N(CCCN2CCOCC2)Cc2cccs2)cc1	-8	7	7	18	16	-6	11	-6	0	18	-8
O=C1c2ccsc2SCCN1Cc1cccc(Cl)c1	1	-11	-12	0	-13	-11	0	-2	20	-6	-4
Cc1oc(-c2ccc(-c3ccccc3)cc2)nc1CN(C)C1CCOC1 (centres undefined)	43	-140	18	-8	-82	22	-127	-27	-1	-12	-13
CCOC(=O)Cn1c(=NC(=O)c2ccc([N+](=O)[O-])s2)sc2ccccc21	-28	4	-6	-15	7	24	6	12	20	-3	2
COc1ccccc1C(=O)N(Cc1ccccc1)c1ccc(C)cc1	-4	12	-20	-4	12	4	4	-5	3	41	16
[O-][n+]1onc2c1CCc1nnc(-c3ccccc3)cc1-2	-11	-5	4	1	11	7	-6	6	-4	-5	-11
CCCN(CC(=O)Nc1ccccc1C)C(=O)Cc1n[nH]c(=O)c2ccccc12	1	16	-7	-39	-15	3	-33	6	0	-5	1
CCN(C(=O)COC(=O)c1ccc(C)c(S(=O)(=O)N2CCCCC2)c1)C1CCS(=O)(=O)C1 (centres undefined)	-3	-19	5	11	0	2	3	6	4	8	-1
CC1CCc2c(sc(NC(=O)CSc3nc4c(c(C(F)(F)F)n3)CCc3ccccc3-4)c2C(N)=O)C1 (centres undefined)	-2	-9	7	-19	9	-8	6	3	15	8	-2
O=C(O)c1nnsc1-c1csnn1	5	6	8	21	12	2	-4	-4	3	-15	5
COc1ccc(-n2c(COc3cccc(C)c3)nnc2SCC(=O)O)cc1	0	-5	-5	-7	-21	-1	-20	2	5	-15	3
COc1cc2cnc(-c3ccccc3)c(C(=O)c3ccc(OCc4ccccc4)cc3)c2cc1OC	-12	-6	-14	-33	11	6	4	7	-11	21	-9
CC1(C)CC(=O)C(C2C3=C(CC(C)(C)CC3=O)Oc3ccc4ccccc4c32)C(=O)C1 (centres undefined)	-13	-5	-18	-2	-16	-8	-16	-12	-35	16	-18
O=C(CCN1C(=O)/C(=C/c2cccs2)SC1=S)Nc1ccccn1	4	14	-2	-11	17	-7	11	15	12	-38	13
COc1cc2c(cc1/C=C1/NC(=O)N(c3ccccc3)C1=O)OCO2	-25	-4	12	-10	-24	2	-6	-2	-61	-20	3
N#CC1=C(Nc2ccccc2)SC=C(c2ccc(Br)cc2)N=C1N1CCOCC1	-2	13	2	-1	-9	-2	-37	8	-22	3	12
O=c1[nH]cccc1-c1nc2ccccc2n1Cc1cccc(F)c1	1	5	-5	-6	-4	20	8	0	12	-2	5
Nc1c(Cl)ncnc1N/N=C/c1ccc2ccccc2n1	-33	-12	-10	-54	-59	43	-52	27	-19	-23	-36
O=C(Nn1c(-c2ccc(Br)cc2)nc2ccccc2c1=O)c1ccc([N+](=O)[O-])cc1	17	4	13	15	10	-1	-11	8	15	-27	13
CCOC(=O)c1c(NC(=O)CN2CCOCC2)sc2c1CCCC2	9	5	1	-5	2	4	-8	4	-23	9	-3
Cc1ccc(Cn2c(SCC(=O)N3CC(=O)Nc4ccccc43)nc3ccccc3c2=O)cc1	24	-10	-10	3	-9	-10	1	-18	20	23	-2
CC1(C)O[C@@H]2[C@H](O1)[C@@H](CO)O[C@H]2n1cnc2c(N)ncnc21	4	4	-1	-1	-9	1	6	5	12	-1	-7
O=C(N/N=C/c1c[nH]c2ccccc12)c1cc(Br)ccc1O	-17	1	5	-15	-13	5	-23	0	-35	-9	-30

Pulled by compound from above (two):
SMILES	TWEAK Fn14 block	NR5A2 inv ag	KKLEB cytotox	NCOA2 inhibitor	NCOA3 inh	C8 TRAIL sens	NCOA1 inh	LMP1 NFkB inh	TROY signal inh	CF NFkB block	COUP-TFII inh
O=c1[nH]cccc1-c1nc2ccccc2n1Cc1cccc(F)c1	1	5	-5	-6	-4	20	8	0	12	-2	5
COc1ccc(CC(=O)Nc2ccc3c(c2)OCO3)cc1S(=O)(=O)N1CCOCC1	-4	6	-3	4	6	0	3	-9	-6	4	-6

Going on with the list:
SMILES	TWEAK Fn14 block	NR5A2 inv ag	KKLEB cytotox	NCOA2 inhibitor	NCOA3 inh	C8 TRAIL sens	NCOA1 inh	LMP1 NFkB inh	TROY signal inh	CF NFkB block	COUP-TFII inh
COc1ccc(/C=C2\Sc3ccc(C(=O)NCc4cccnc4)cc3N(C)C2=O)cc1OC	19	16	2	8	9	21	0	25	22	12	-6
COc1ccc(CCN(Cc2cc3ccc(C)cc3[nH]c2=O)C(C)=O)cc1OC	-16	-2	5	-21	1	-15	-2	0	4	-12	11
Cc1ccc(S(=O)(=O)N2CCOCC2)cc1N/N=C(\C#N)c1nc2ccccc2[nH]1	-32	12	1	4	10	-8	-18	5	-13	15	0
CC(C)CCN1CC(=O)N2Cc3[nH]c4ccccc4c3C[C@H]2C1=O	-4	-5	-5	5	-1	17	7	-8	19	17	-2
O=C1CNC(=O)c2cc(Cl)ccc2N1	5	0	-4	-23	0	1	11	-2	1	2	3
O=c1c2c3nc4ccccc4nc3n(-c3ccc4c(c3)OCCO4)c2ncn1C1CCCC1	-9	-14	-12	6	-21	39	11	-5	7	16	10
Cc1cn(CC(=O)NCc2ccccc2)c(=O)[nH]c1=O	0	1	-6	-29	1	5	10	6	-13	18	12
C=CCOc1cccc(C(=O)N2CCCC(CNS(=O)(=O)c3cccs3)C2)c1 (centres undefined)	-15	0	-10	-22	14	-5	-48	6	6	22	-8
